Bioassay records deposited in PubChem by several laboratories.
S1P3 antagonist – S1P3 (human) receptor antagonism; CHO S1P3 NFAT-BLA reporter, FRET fluorescence, antagonist mode; inhibition, % at 4.98 µM; AID 485; Q99500; 170,000 tested, 0.27% active;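 active = inhibition above the plate cutoff, the mean inhibition of test wells on that plate plus 3 SD, cut at about 28% in these data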;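 note: cells challenged with S1P at its EC80 of 0.8 µM; blue over green emission ratio from cleaved BLA substrate after 4 h stimulation; 0% = S1P-stimulated wells and 100% = unstimulated DMSO-only wells; some compounds past the cut are filed as inactive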
PPARg SRC2 recr – promotes SRC-2 coactivator recruitment by human PPARgamma | P37231 | PPARgamma LBD-SRC-2 recruitment, biochemical | activation, % at 8 µM | 200,000 tested, 0.34% active | AID 1032; in the data active = activation above about 22%;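 note: 0% = vehicle and 100% = reference agonist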
ROMK primary – modulates human ROMK potassium channel activity; Tet-inducible ROMK, thallium flux fluorescence; actives lie on both sides; B-score at 10 µM; 130,000 tested, 2% active; AID 1918;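 active = signal ratio slope over the read window, or its plate-corrected B-score, at least 3 SD from the plate mean, either direction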;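 note: B-score of the F/F0 ratio slope over 7 to 12 s after thallium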
G6PDH CS – L. mesenteroides G6PDH inhibition counter-screen. Purified L. mesenteroides G6PDH, diaphorase/resazurin coupled fluorescence, 45 min. inhibition, % at 5 µM. 200,000 tested, 0.12% active. AID 1020; in the data active = inhibition above about 50%
PPARg SRC-1 ag – PPARgamma-driven SRC-1 recruitment agonism | P37231 | PPARgamma-SRC-1 coactivator recruitment biochemical assay | activation, % at 8 µM | 200,000 tested, 0.41% active | AID 631; in the data active = activation above about 19%;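 note: 0% = DMSO and 100% = reference agonist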
Diaphorase act – diaphorase activation or chemical reduction counter-screen; Diaphorase/resazurin coupled assay, resorufin fluorescence, 16 min; active compounds read high; 1 = vehicle wells, 0 = NADH-free wells; activation factor at 20 µM; 190,000 tested, 0.005% active; AID 1229;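 active = diaphorase activity raised at least twofold by the compound at 20 µM; inactive = activation factor below 2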
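Test system: Clostridium kluyveri diaphorase, purified enzyme. Buffer or medium: 50 mM HEPES pH 7.4 buffer plus MgCl2 and Tween 20. Also added: 0.114 mM NADH and 0.1 mM resazurin, final amounts. Dosing: compound 20 µM once, DMSO 1%. Schedule: 16 min enzyme reaction, ambient temperature. Detection: fluorescence of resorufin, 544 nm excitation, 590 nm emission.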
SRC2 TRFRET art – counter-screen for PPARgamma SRC-2 recruitment agonists: TR-FRET artefact. AID 1049. 200,000 tested, 0.4% active. active compounds read high. TR-FRET ratio at 8 µM; in the data active = TR-FRET ratio above about 2000; note: inactives centre near 1500
PMI act hi M6P – activators of human phosphomannose isomerase at near-saturating mannose 6-phosphate | coupled PMI enzyme assay, resazurin fluorescence, 20 min; active compounds read high; 1 = untreated enzyme, 0 = substrate-free blank | activation factor at 20 µM | 190,000 tested, 0.34% active | AID 1216;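 active = activation factor of 2 or more at 20 µM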
Target sequence (P34949 whole entry, looked up): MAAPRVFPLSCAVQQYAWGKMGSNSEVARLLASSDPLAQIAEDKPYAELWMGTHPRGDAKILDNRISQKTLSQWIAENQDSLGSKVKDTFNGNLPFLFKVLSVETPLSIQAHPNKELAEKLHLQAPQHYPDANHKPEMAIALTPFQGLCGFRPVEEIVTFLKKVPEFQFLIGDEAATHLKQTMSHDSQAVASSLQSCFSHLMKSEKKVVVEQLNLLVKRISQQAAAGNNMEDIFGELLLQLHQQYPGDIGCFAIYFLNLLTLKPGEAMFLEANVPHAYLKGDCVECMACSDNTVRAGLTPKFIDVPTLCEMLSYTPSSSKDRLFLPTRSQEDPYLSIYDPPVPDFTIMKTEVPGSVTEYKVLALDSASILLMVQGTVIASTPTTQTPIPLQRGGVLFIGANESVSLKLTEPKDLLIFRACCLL
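Test system: human phosphomannose isomerase with PGI, G6PDH, diaphorase coupling enzymes; Amount: PMI at 15 ng/mL final; Reagent: Mannose-6-phosphate 1.0 mM (near-saturating) plus 0.22 mM NADP+; Timing: 20 min, room temperature; Technique: resorufin fluorescence at Ex 544/Em 590 nm; Dosing: 20 µM single dose.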
PPARg SRC3 recr – agonists of human PPARgamma SRC-3 coactivator recruitment; P37231; biochemical PPARgamma/SRC-3 coactivator recruitment assay; activation, % at 8 µM; 200,000 tested, 0.26% active; AID 731; in the data active = activation above about 23%;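 note: 0% = DMSO and 100% = reference agonist; some compounds past the cut are filed as inactive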
Diaphorase inh – diaphorase inhibition or chemical oxidation counter-screen. diaphorase resazurin-to-resorufin fluorescence, NADH, 16 min; bacterial (C. kluyveri) enzyme, not human. inhibition, % at 20 µM. 190,000 tested, 0.69% active. AID 1217;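 active = primary screen inhibition at 20 µM above a set limit, cut at about 50% in these data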;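 note: plate controls were DMSO with full reaction for no effect and wells lacking NADH for full effect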
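Detection: fluorescence of resorufin formed from resazurin, Ex 544/Em 590 nm; test system: Clostridium kluyveri diaphorase enzyme; amount: 0.14 U/mL diaphorase, enzyme working solution; times: 16-min room-temperature incubation before reading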
PMI act – activators of human phosphomannose isomerase | purified human PMI, coupled resazurin fluorescence, 20 min; active compounds read high; 1 = vehicle control, 0 substrate-free wells | 190,000 tested, 0.005% active | AID 1214 | P34949 | activation factor at 20 µM;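 active = activation factor of 2 or more at 20 µM, relative to plate controls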
* = called active by the depositor; x = not tested or not shown.

Order of results: PPARg SRC3 recr	PMI act	Diaphorase act	S1P3 antagonist	PMI act hi M6P	PPARg SRC2 recr	SRC2 TRFRET art	G6PDH CS	PPARg SRC-1 ag	ROMK primary	Diaphorase inh
1: C=CCC(c1ccccc1F)N(CCN1CCOCC1)C(=O)Nc1cccc(Cl)c1 (centres undefined)
 : -0.1	0.9	0.8	x	1	5.1	1375	8.9	3.8	-0.845	18.1
2: Cc1cc(NC(=O)CSc2nc(CCC3CCCC3)nc3ccccc23)no1
 : 1.6	0.8	0.8	1.2	0.8	5.4	1488	-38.3	9.2	x	17.6
3: CC(=O)c1cccc(N(CC(=O)N2CCOCC2)S(C)(=O)=O)c1
 : -4.9	0.8	0.9	-20.0	0.9	13.4	1592	8.3	-0.8	0.231	11.2
4: COc1cccc(N2CCN(C(=O)CN(C)S(=O)(=O)c3ccc4c(c3)CCC(=O)N4)CC2)c1
 : 5.0	0.8	0.7	-42.0	0.5	3.8	1813	17.2	3.8	x	31.6
5: CCOC(=O)c1cc(Br)c(=O)n2ccccc12
 : 32.5*	1	0.9	x	1.1	39.0*	2044*	2.6	32.3*	x	6.7
6: O=C(N/N=C/c1ccccc1)c1c(O)c2ccccc2[nH]c1=O
 : -3.2	0.9	1	19.6	1	-11.5	1481	-20.6	-7.3	x	2.9

A run of entries taken from the entries so far, for reference:
Order of results: PPARg SRC3 recr	PMI act	Diaphorase act	S1P3 antagonist	PMI act hi M6P	PPARg SRC2 recr	SRC2 TRFRET art	G6PDH CS	PPARg SRC-1 ag	ROMK primary	Diaphorase inh
1: C=CCC(c1ccccc1F)N(CCN1CCOCC1)C(=O)Nc1cccc(Cl)c1 (centres undefined)
 : -0.1	0.9	0.8	x	1	5.1	1375	8.9	3.8	-0.845	18.1
2: Cc1cc(NC(=O)CSc2nc(CCC3CCCC3)nc3ccccc23)no1
 : 1.6	0.8	0.8	1.2	0.8	5.4	1488	-38.3	9.2	x	17.6
3: CC(=O)c1cccc(N(CC(=O)N2CCOCC2)S(C)(=O)=O)c1
 : -4.9	0.8	0.9	-20.0	0.9	13.4	1592	8.3	-0.8	0.231	11.2
4: COc1cccc(N2CCN(C(=O)CN(C)S(=O)(=O)c3ccc4c(c3)CCC(=O)N4)CC2)c1
 : 5.0	0.8	0.7	-42.0	0.5	3.8	1813	17.2	3.8	x	31.6
5: CCOC(=O)c1cc(Br)c(=O)n2ccccc12
 : 32.5*	1	0.9	x	1.1	39.0*	2044*	2.6	32.3*	x	6.7
6: O=C(N/N=C/c1ccccc1)c1c(O)c2ccccc2[nH]c1=O
 : -3.2	0.9	1	19.6	1	-11.5	1481	-20.6	-7.3	x	2.9

Rewritten with bars between the fields: two of the compounds above.
entry | structure | PPARg SRC3 recr | PMI act | Diaphorase act | S1P3 antagonist | PMI act hi M6P | PPARg SRC2 recr | SRC2 TRFRET art | G6PDH CS | PPARg SRC-1 ag | ROMK primary | Diaphorase inh
5 | CCOC(=O)c1cc(Br)c(=O)n2ccccc12 | 32.5* | 1 | 0.9 | x | 1.1 | 39.0* | 2044* | 2.6 | 32.3* | x | 6.7
3 | CC(=O)c1cccc(N(CC(=O)N2CCOCC2)S(C)(=O)=O)c1 | -4.9 | 0.8 | 0.9 | -20.0 | 0.9 | 13.4 | 1592 | 8.3 | -0.8 | 0.231 | 11.2
